# Screens as filed in PubChem.
# IMPase cell inh = qHTS Assay for Identifying the Cell-Membrane Permeable IMPase Inhibitors; 120,000 tested, under 10 active; Inositol monophosphatase 1 (Rattus norvegicus), P97697; AID 901, 2007; CHO-M1 cells, IP1 accumulation, HTRF TR-FRET ratio; inhibition (IP1 accumulation), % at 46.1 µM; active = well fitted curve in the direction sought with a large enough effect in the signal ratio, not every such curve was filed as active; inconclusive = small, poorly fitted or top-dose-only effect, or a change in a side signal; inactive = no such curve, though single readings can be large or run the other way; the % refers to the signal ratio;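 also: cells stimulated with carbachol in lithium chloride buffer; plate controls were DMSO basal wells for no effect and reference inhibitor wells for full effect; higher means more IMPase inhibition seen as more IP1 and lower FRET ratio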
# Target sequence (P97697 whole entry, looked up): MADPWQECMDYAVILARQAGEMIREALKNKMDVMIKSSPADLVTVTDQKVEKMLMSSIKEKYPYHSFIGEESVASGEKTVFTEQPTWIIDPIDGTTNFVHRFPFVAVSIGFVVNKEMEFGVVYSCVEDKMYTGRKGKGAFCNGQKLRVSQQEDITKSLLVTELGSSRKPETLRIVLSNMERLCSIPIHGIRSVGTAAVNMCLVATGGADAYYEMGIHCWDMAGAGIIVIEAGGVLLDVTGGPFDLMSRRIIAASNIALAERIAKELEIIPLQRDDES
#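 Cellular IMPase inhibition is scored as a rise in cytosolic IP1, detected by competitive TR-FRET between d2-labelled IP1 and a europium anti-IP1 antibody. M1-expressing CHO cells were stimulated with carbachol for 30 min at 37C, with lithium (50 mM LiCl) present in the buffer.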
# ALOX15B inhib = qHTS Assay for Inhibitors of 15-hLO-2 (15-human lipoxygenase 2) | Polyunsaturated fatty acid lipoxygenase ALOX15B (Homo sapiens), O15296 | purified 15hLO-2, xylenol orange hydroperoxide absorbance | AID 881, 2007 | 0.56% of 110,000 active | Potency, µM (series often up to 57.1 µM), without a hit: at the highest dose activity change, negative = inhibition, usual class: inhibitors; also: potency is read from the fitted curve at half-maximal effect; nearly all actives have a fitted effect of over 60% in size; many of its hits are not listed in these tables
# Target sequence (O15296 whole entry, looked up): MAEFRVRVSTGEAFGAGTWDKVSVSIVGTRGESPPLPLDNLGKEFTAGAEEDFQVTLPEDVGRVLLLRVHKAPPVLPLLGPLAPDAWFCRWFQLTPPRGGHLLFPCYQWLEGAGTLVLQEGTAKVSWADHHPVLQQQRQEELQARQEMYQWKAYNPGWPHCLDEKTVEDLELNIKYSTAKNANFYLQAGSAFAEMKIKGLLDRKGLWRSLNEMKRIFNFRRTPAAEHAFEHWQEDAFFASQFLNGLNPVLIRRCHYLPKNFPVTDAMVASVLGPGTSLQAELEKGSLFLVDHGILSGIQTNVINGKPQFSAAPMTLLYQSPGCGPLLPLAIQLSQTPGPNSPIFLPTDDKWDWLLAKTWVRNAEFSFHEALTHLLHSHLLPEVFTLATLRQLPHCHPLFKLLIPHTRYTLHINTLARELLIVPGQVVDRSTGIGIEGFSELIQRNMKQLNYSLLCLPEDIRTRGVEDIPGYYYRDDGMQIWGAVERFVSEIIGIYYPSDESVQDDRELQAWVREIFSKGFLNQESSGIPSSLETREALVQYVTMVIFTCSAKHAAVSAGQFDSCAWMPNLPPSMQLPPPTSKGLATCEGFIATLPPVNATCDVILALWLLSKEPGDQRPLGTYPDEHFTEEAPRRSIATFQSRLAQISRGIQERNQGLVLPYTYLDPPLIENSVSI
#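 Screening format was qHTS against 50 nM purified 15hLO-2 in Hepes pH 7.5 with detergent. Activity follows hydroperoxide formation from 45 uM arachidonic acid, measured as 573:405 nm absorbance ratio of the ferric-xylenol orange complex.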
# PNC assembly inh = High Content Assay for Compounds that inhibit the Assembly of the Perinucleolar Compartment | activity change (PNC), negative = inhibition, % at 10 µM | AID 2417, 2010 | 3.1% of 140,000 active | PC3M PTB-GFP, PNC prevalence imaging, 16 h; stronger effect = lower value;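 active = readout at or below -70, meaning at least 70% loss of cells showing the perinucleolar compartment, a nuclear body marking cancer cells; inconclusive = readout between -30 and a set limit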;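 also: plate controls were DMSO wells for no effect and camptothecin positive control wells for full effect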
#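 Read-out is percentage of cells bearing a perinucleolar compartment, from automated 20x imaging of fixed, Hoechst-stained PC3M PTB-GFP cells. Cells were seeded 4 h, then exposed 16 h to compound (23 nl of library stock) in duplicate plates.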
# ALOX12 inhib = qHTS Assay for Inhibitors of 12-hLO (12-human lipoxygenase) | Polyunsaturated fatty acid lipoxygenase ALOX12 (Homo sapiens), P18054 | purified 12-hLO, xylenol orange hydroperoxide absorbance | Potency, µM (doses to about 57.1 µM), for inactives: top-dose activity change, negative = inhibition, usual class: inhibitors | 0.12% of 150,000 active | AID 1452, 2008; also: potency is read from the fitted curve at half-maximal effect; nearly all actives have a fitted effect of over 55% in size; many of its hits are not listed in these tables
#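 Xylenol orange chromogenic assay: hydroperoxide from 12hLO oxidises Fe(II), giving red-shifted Fe(III)-XO absorbance. Conditions: 150 nM enzyme, 40 uM arachidonic acid, 25 mM Hepes pH 7.0, 0.01% Triton X-100, 30 min, room temperature.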
# Active calls of the source: *; ? = inconclusive; / = not tested or not shown; [ ] = another dose, or the depositor's remark. Unless noted, calls follow the shape of the dose curve; as a rule, active = well fitted curve in the direction sought with a large enough effect; inconclusive = small, poorly fitted or top-dose-only effect, or another doubt; inactive = no such curve, though single readings can be large; an effect the other way counts as inactive or inconclusive. Unless noted, % is scaled to controls: 0 for no effect and ±100 for the full control effect.
SMILES,IMPase cell inh,ALOX15B inhib,PNC assembly inh,ALOX12 inhib
C[C@]12CCC3c4ccc(OS(=O)(=O)O)cc4CCC3C1CCC2=O (stereo partly drawn),/,-1%,/,0%
OC(CNCc1ccco1)Cn1c2ccc(Br)cc2c2cc(Br)ccc21 (stereo not drawn),0,39%[activator],-12,-5%
COc1ccc(CNC(=O)C2CCN(S(=O)(=O)c3ccc(-c4nn[nH]n4)cc3)CC2)cc1,-18,-5%,-24,1%
Cn1cccc1/C=N/NC(=O)c1sc2cc(Cl)ccc2c1Cl,4,/,?,1%
COc1cc2nc(CSc3nc(-c4ccc(F)cc4)cs3)[nH]c(=O)c2cc1OC,/,/,16,-2%
COc1cc(OC)c(NC(=O)c2ccoc2C)cc1Cl,3,3%,35,1%
Cc1nc2cnc(N3CCOCC3)nc2n(Cc2cccs2)c1=O,/,-9%,/,-4%
CCOC(=O)N1CCN(C(=O)CSc2nnc(Cc3cccn3C)n2CCc2ccccc2)CC1,10,-4%,-18,-2%
O=C(NCc1ccccc1F)C1CCN(C(=O)NCc2ccccc2)CC1,2,0%,9,-8%
S=C(NCCc1ccccc1)Nc1ccc(Cl)cc1Cl,?,25µM*,-6,?
COc1ccc(NS(=O)(=O)c2ccc(SC)cc2)c(OC)c1,4,-4%,?,-5%
CCc1ccc(OCC(=O)Nc2ccc(-c3cc4ccccc4oc3=O)c(OC)c2)cc1,/,/,7,3%
c1ccc(-c2nnc(SCc3nnc(-c4cccs4)o3)o2)cc1,4,0%,?,-9%
CC(=O)Nc1ccc(S(=O)(=O)NCc2cn3c(C)csc3n2)cc1,0,/,-15,-1%
Cn1c(=O)n(CCc2ccccc2)c(=O)c2c1nc1n2CCCN1CCc1ccccc1,1,1%,?,-7%
CCOC(=O)c1ccc(CSc2nnc(-c3ccncc3)n2N)cc1,22,26%,12,-8%
CCCCCC(=O)N/N=C/c1cccs1,4,-5%,37,-2%
Cc1cccc(C(=O)NNC2=C(C(=O)C(F)(F)F)CCC2)c1O,1,?,65,-15%
Cc1ccc(C(=O)Cn2cnc3ccccc3c2=O)cc1,-1,/,341,-5%
COc1ccccc1Cc1nc(-c2ccc(C)cc2)no1,11,16%,-16,4%

# Among those listed so far, 3 have a Cl atom.
SMILES,IMPase cell inh,ALOX15B inhib,PNC assembly inh,ALOX12 inhib
Cn1cccc1/C=N/NC(=O)c1sc2cc(Cl)ccc2c1Cl,4,/,?,1%
COc1cc(OC)c(NC(=O)c2ccoc2C)cc1Cl,3,3%,35,1%
S=C(NCCc1ccccc1)Nc1ccc(Cl)cc1Cl,?,25µM*,-6,?

# (list continues)
SMILES,IMPase cell inh,ALOX15B inhib,PNC assembly inh,ALOX12 inhib
COc1ccc(NC(=O)c2ccccc2NC(=O)CSc2ccc(C)cc2)cc1,-6,-22%,37,-5%
CC(C)C(OC(=O)c1cc2c(s1)CCCCC2)C(=O)NC(N)=O (stereo not drawn),-9,/,-17,-3%
CC(=O)C1CCN(Cc2ccccc2)CC1,7,-4%,25,10%
Cc1noc(C)c1C(=O)N1CCC2(CCCN(c3ccccn3)C2)CC1,/,-1%,/,1%
CCOC(=O)c1ccc(N2C(=O)CC(Nc3ccc(CCO)cc3)C2=O)cc1 (stereo not drawn),-4,2%,35,-4%
C=C(C)Cn1c(C(C)NC(=O)CCC)nc2ccccc21 (stereo not drawn),6,0%,-17,4%
CC1=CC(=O)C2=C(C)CCC3C(C)C(=O)OC3C12 (stereo not drawn),2,-4%,/,-3%
C[C@H]1[C@H]2CC[C@H]3C4CC=C5C[C@@H](N(C)C)CC[C@]5(C)C4CC[C@]23CN1C (stereo partly drawn),20,0%,/,-4%
FC(F)(F)c1ccc(Cl)c(N/N=C/c2ccc(N3CCOCC3)s2)c1,/,/,-3,-28%
CCCCCNCc1ccc(Br)cc1,7,14%,-12,3%
Cc1cc(NC(=O)c2ccc(F)cc2)n(CCOC(=O)c2ccc(F)cc2)n1,3,/,31,-7%
O=C(CCS(=O)(=O)c1ccccc1)Nc1ccc(-c2nc3ccccc3s2)cc1,6,/,?,-3%
Cc1c(OCc2ccc([N+](=O)[O-])cc2)ccc2c3c(c(=O)oc12)CCC3,/,/,-4,2%
CCOc1ccc(/C=N/NC(=O)c2c(-c3ccccc3)noc2C)cc1,/,/,?,-3%
O=C(N/N=C/c1ccc(Sc2nc3ccccc3s2)c([N+](=O)[O-])c1)c1ccccn1,4,5%,1,0%
O=C(N/N=C/c1ccncc1)c1cccc(NC(=O)c2ccc(Cl)cc2)c1,7,/,11,-2%
N=C1C(c2ccc(Br)cc2)=C(O)C2CCc3ccccc3N12 (stereo not drawn),-3,0%,8,-3%
Cc1nn(Cc2ccccc2)c(C)c1NC(=O)c1cc2nc(-c3ccco3)cc(C(F)(F)F)n2n1,17,-2%,20,-6%
O=C(Cn1nnc(-c2cccc(C(F)(F)F)c2)n1)N1CCCCCC1,0,6%,-6,-14%
CCc1ccc(OC(C)c2nnc(SCC(=O)Nc3ncccc3C)n2C)cc1 (stereo not drawn),/,/,-25,0%

# Record cards (already shown).
# Shown for CC(C)C(OC(=O)c1cc2c(s1)CCCCC2)C(=O)NC(N)=O (stereo not drawn) = IMPase cell inh = -9; ALOX15B inhib = /; PNC assembly inh = -17; ALOX12 inhib = -3%
# Shown for Cc1c(OCc2ccc([N+](=O)[O-])cc2)ccc2c3c(c(=O)oc12)CCC3 = IMPase cell inh = /; ALOX15B inhib = /; PNC assembly inh = -4; ALOX12 inhib = 2%

# Next section
SMILES,IMPase cell inh,ALOX15B inhib,PNC assembly inh,ALOX12 inhib
NC(=O)N/N=C/c1cc(Br)ccc1OC(=O)c1ccccc1,/,/,-81*,6%
C[C@H](N)c1nnc(SCC(=O)c2ccc(Cl)cc2)o1,5,-6%,-16,-1%
COc1ccc(CCC(=O)Nc2ccc(-c3noc(-c4ccc(OC)c(OC)c4)n3)cc2)cc1,7,-17%,7,0%
O=S(=O)(NCC(Nc1ccccc1)c1ccccc1)c1ccc(Cl)cc1 (stereo not drawn),/,/,-8,-2%
Cc1ccc(-c2cc(C(F)F)nc(NCc3cccs3)n2)cc1,13,/,?,-5%
COc1ccc(C(C(=O)NC2CCCCC2)N(C(=O)c2sc(C)nc2C)c2ccccc2)cc1 (stereo not drawn),/,/,?,1%
Cc1cc(C(=O)COC(=O)c2csc3c2CCCC3)c(C)n1C,0,2%,-26,-4%
CC(C)NC(=O)CSc1nnc(C2CC2)n1-c1ccccc1,0,2%,14,-7%
CCOc1ccccc1CN1CCN(S(=O)(=O)CC)CC1,10,-17%,?,-8%
COc1ccccc1C1(O)CC2CCC(C1)N2S(=O)(=O)c1ccc(C(C)=O)cc1 (stereo not drawn),5,-5%,35,-1%
Cc1sc2nc(C(C)C)nc(SCC(=O)N3c4ccccc4CC3C)c2c1C (stereo not drawn),/,/,-97*,-3%
CCN(CC)c1ccc(/C=N/NC(=O)C(O)(c2ccccc2)c2ccccc2)o1,/,/,?,-4%
N#Cc1cccc(C(c2nnnn2CCc2ccccc2)N2CCN(C3CCCCC3)CC2)c1 (stereo not drawn),6,14%,-7,0%
O=C(CCCn1c(SCC(=O)c2ccc(Cl)cc2)nc2ccccc2c1=O)NCc1ccco1,14,-24%,?,-5%
CCOC(=O)c1cncc(NC(=O)c2ccccc2)c1,5,-4%,9,-2%
CCCCCCSc1nc(O)c(C2OC(=O)c3c2ccc(OC)c3OC)c(=O)n1CC (stereo not drawn),-1,-9%,34,-14%
COc1ccc(/C=N/n2c(SC)nnc2-c2ccccc2)c(OC)c1OC,-1,-10%,-125*,-5%
CCC(c1nnnn1C1CCCC1)N(Cc1cccs1)Cc1cc2cccc(C)c2[nH]c1=O (stereo not drawn),7,27%,2,-6%
CCOc1cc(/C=C2/C(=O)N(c3ccccc3)N=C2C)ccc1OC(=O)c1cccs1,3,?,75,-6%
CC(C)=CCC/C(C)=C/Cc1c(O)ccc(C(=O)/C=C/c2ccc(O)cc2)c1O,/,/,?,-16%

# Taken from above.
# Cc1ccc(-c2cc(C(F)F)nc(NCc3cccs3)n2)cc1 in ALOX12 inhib has -5%
# CCOC(=O)c1cncc(NC(=O)c2ccccc2)c1 in PNC assembly inh has 9
# CC(C)=CCC/C(C)=C/Cc1c(O)ccc(C(=O)/C=C/c2ccc(O)cc2)c1O in ALOX12 inhib has -16%
# O=C(CCCn1c(SCC(=O)c2ccc(Cl)cc2)nc2ccccc2c1=O)NCc1ccco1 in ALOX12 inhib has -5%
# COc1ccc(CCC(=O)Nc2ccc(-c3noc(-c4ccc(OC)c(OC)c4)n3)cc2)cc1 in ALOX12 inhib has 0%
# Cc1sc2nc(C(C)C)nc(SCC(=O)N3c4ccccc4CC3C)c2c1C (stereo not drawn) in ALOX12 inhib has -3%
# COc1ccc(C(C(=O)NC2CCCCC2)N(C(=O)c2sc(C)nc2C)c2ccccc2)cc1 (stereo not drawn) in ALOX12 inhib has 1%

# Exported with bars between the fields: part of the list above.
compound | IMPase cell inh | ALOX15B inhib | PNC assembly inh | ALOX12 inhib
CC(C)NC(=O)CSc1nnc(C2CC2)n1-c1ccccc1 | 0 | 2% | 14 | -7%
CCOc1ccccc1CN1CCN(S(=O)(=O)CC)CC1 | 10 | -17% | ? | -8%

# Continued:
SMILES,IMPase cell inh,ALOX15B inhib,PNC assembly inh,ALOX12 inhib
COc1cccc(C(=O)N(Cc2ccco2)Cc2cc3cccc(C)c3[nH]c2=O)c1,21,6%,?,-10%
Cc1cccc(NC(=O)C2CCCN(C(=O)Nc3ccccc3)C2)c1C (stereo not drawn),13,-2%,?,0%
Cc1cc(C)nc(Sc2nc(C)nc3c2oc2ccccc23)n1,0,-20%,128,1%
CN(C)c1nc(OCC(=O)NC(C)(C)C)nc(N(C)C)n1,-3,3%,?,-4%
CCCCNC(=O)C1c2cc(OC)c(OC)cc2C(=O)N(C)C1c1ccc(OC)cc1 (stereo not drawn),12,-1%,16,0%
O=C(Cn1cc(/C=N/NC(=O)c2ccccc2Br)c2ccccc21)Nc1ccc(F)cc1,/,/,17,-3%
CC(NC(=O)C1CCCN(C(=O)N(C)C)C1)c1ccccc1 (stereo not drawn),3,4%,-19,1%
CCOc1ccc(NC(=O)CNc2ccc(C)cc2Cl)cc1,-1,1%,39,-6%
CCc1ccc(-c2nc(CN3CCCC(C(=O)NCCc4ccc(OC)c(OC)c4)C3)c(C)o2)cc1 (stereo not drawn),10,/,57,3%
CN(C)c1ccc(C(=O)n2nnc3ccccc32)cc1,5,-8%,35,6%
COc1ccccc1CNC(=O)C1CCN(S(C)(=O)=O)CC1,17,2%,-17,-1%
COC(=O)CCCCC1SCC(NC(=O)OC)C1NC(=O)OC (stereo not drawn),4,-4%,-86*,2%
NC(N)=NNC(=O)c1ccccc1Cl,/,/,41,0%
Cc1ccc(NC(=O)/C(=C\c2cccnc2)NC(=O)c2ccco2)cc1,-5,-3%,0,0%
CCOC(=O)c1cn(Cc2ccc(Br)cc2)nn1,/,/,-15,-2%
Clc1ccc(CSc2ncn(-c3ccccc3)n2)cc1,?,/,15,-8%
Cc1cc(C)n2nc(SCc3nnc(SCc4ccccc4C)s3)nc2n1,1,6%,?,-5%
CC(=O)c1cccc(NC(=O)c2ccc(NS(C)(=O)=O)cc2)c1,11,/,-119*,-6%
CC([NH2+][O-])C(C)(C)NO (stereo not drawn),-1,3%,-14,1%
COc1ccc(NC(=O)CSc2nc3c(c(=O)[nH]2)CCC3)cc1OC,4,4%,6,-1%
COC(=O)CCC(=O)Nc1ccc(C)cc1OC(=O)CCC(=O)OC,0,-3%,?,1%
